NOD1 NF-kB reporter = NOD1 signaling inhibitors, primary screen, cell-based, luminescence, uHTS (AID 1578); NOD1-driven NF-kB luciferase reporter cells, luminescence; higher % means a stronger effect; one-dose inhibition, % at 4 µM; EC50 in µM for titrated hits; actives 1% (n = 290,000); in the data active = inhibition mostly above about 36%, no sharp cut-off; inactive = mostly below about 34%;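 note: HEK-293T reporter cells stimulated with the NOD1 agonist gamma-tri-DAP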
UTI89 phage lysis = inhibition of K1F phage lysis, E. coli UTI89, bacterial capsule biogenesis inhibitors, alamar blue (AID 488966); E. coli UTI89 K1F phage lysis, alamar blue, 2 h; higher % means a stronger effect; one-dose inhibition, % at 100 µM; IC50 in µM for titrated hits; actives 0.02% (n = 340,000);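 active = phage lysis inhibition, versus mean bacterial control, above a set limit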;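 note: capsule biogenesis inhibitors block K1F phage lysis so surviving cells raise fluorescence; higher fluorescence means more inhibition of phage lysis; actives were called in the ten point dose series up to 300 µM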
KOR beta-arrestin-1 = KOR agonists, beta-arrestin recruitment, primary screen, cell-based, luminescence, uHTS (AID 1777); actives 0.02% (n = 280,000); KOR beta-arrestin recruitment, luminescence; higher % means a stronger effect; activation, % at 10 µM; hits with a dose series show EC50 in µM; in the data active = activation above about 50%, passing the limit was not always enough; note: a part of the inactive calls stands beside numbers as strong as those of hits
NTR1 ag = agonists of NTR1, primary screen, imaging, U2OS cells, beta-arrestin-GFP, high content (AID 493036); Neurotensin receptor type 1 (Homo sapiens), P30989; NTR1-U2OS beta-arrestin-GFP spot imaging, agonist mode; activation, % at 20 µM; actives 0.17% (n = 330,000);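 active = activation at or above 40% of the spot to cytoplasm intensity ratio, with at least 20 cells analyzed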;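 note: 0% = DMSO without peptide and 100% = 100 nM NTR1 peptide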
Target sequence (P30989 whole entry, looked up): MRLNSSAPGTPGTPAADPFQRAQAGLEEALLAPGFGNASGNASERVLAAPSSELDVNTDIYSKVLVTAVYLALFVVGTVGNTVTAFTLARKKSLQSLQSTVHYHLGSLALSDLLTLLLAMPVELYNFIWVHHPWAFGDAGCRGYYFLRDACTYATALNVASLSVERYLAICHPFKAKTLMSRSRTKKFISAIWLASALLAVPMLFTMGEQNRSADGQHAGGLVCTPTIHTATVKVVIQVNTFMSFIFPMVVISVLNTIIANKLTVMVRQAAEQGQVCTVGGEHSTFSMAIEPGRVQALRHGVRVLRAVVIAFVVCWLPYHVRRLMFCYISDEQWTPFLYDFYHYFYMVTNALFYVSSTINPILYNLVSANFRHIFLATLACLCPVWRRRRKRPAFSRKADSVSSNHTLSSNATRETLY
KOR beta-arrestin-2 = KOR antagonists, beta-arrestin recruitment, cell-based, luminescence, uHTS (AID 1778); KOR beta-arrestin recruitment, luminescence, antagonist mode; higher % means a stronger effect; inhibition, % at 10 µM; hits with a dose series show IC50 in µM; actives 0.091% (n = 290,000); in the data active = inhibition above about 50%; note: strong numbers were not always called active
Rac1 GTP hydrolysis = MgcRacGAP GTPase-activating activity inhibitors, confirmation, biochemical, ADP Hunter fluorescence; MgcRacGAP-stimulated Rac1 GTP hydrolysis, ADP Hunter fluorescence; higher % means a stronger effect; GST-tagged Rac1 F28L mutant substrate; inhibition, % at 30 µM; hits with a dose series show IC50 in µM; actives 0.6% (n = 340,000); AID 624330, 2012;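 active = first-screen hits whose inhibition reached a set limit at any dose in the follow-up dose series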;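 note: fluorescence reports GDP produced by GAP-driven GTP hydrolysis; strong numbers were not always called active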
GPR55 LPI antagonism = GPR55 antagonists blocking LPI-driven arrestin recruitment, primary screen, imaging, U2OS, beta-arrestin-GFP, LPI agonist (AID 2013); G-protein coupled receptor 55 (Homo sapiens); U2OS GPR55 beta-arrestin-GFP translocation imaging, LPI antagonism; higher % means a stronger effect; one-dose inhibition, % at 10 µM; IC50 in µM for titrated hits; actives 0.13% (n = 290,000);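 active = spots per cell inhibited over 60%, with over 100 cells counted and total cytoplasm intensity under 500,000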;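 note: U2OS cells stably carrying GPR55 and arrestin-GFP stimulated by 5 µM LPI near EC80; imaged beta-arrestin-GFP aggregate spots per cell after agonist stimulation; plate controls were LPI-stimulated DMSO wells for no effect and DMSO wells without LPI for full effect; some results filed as inactive read as strong as hits; confirmed hits need IC50 under 10 µM and bright autofluorescent wells are also inconclusive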
GPR55 activation = GPR55 agonists via beta-arrestin recruitment, primary screen, imaging, U2OS cells, beta-arrestin-GFP redistribution (AID 1961); U2OS GPR55 beta-arrestin-GFP redistribution imaging; higher % means a stronger effect; G-protein coupled receptor 55 (Homo sapiens); actives 0.048% (n = 290,000); activation, % at 10 µM, or EC50 in µM where a hit was titrated;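 active = activation above 40% with more than 50 cells counted in the well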;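 note: U2OS osteosarcoma cells stably expressing GPR55 and beta-arrestin-GFP; plate controls were DMSO negative control for no effect and LPI positive control for full effect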
GPR35 antagonists = GPR35 antagonists blocking zaprinast-driven arrestin recruitment, primary screen, imaging, U2OS, beta-arrestin-GFP, zaprinast agonist (AID 2058); U2OS GPR35 beta-arrestin-GFP translocation imaging, zaprinast antagonism; higher % means a stronger effect; G-protein coupled receptor 35 (Homo sapiens); one-dose inhibition, % at 10 µM; IC50 in µM for titrated hits; actives 0.052% (n = 290,000);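 active = inhibition of at least 50% with at least 30 cells and total cytoplasm GFP at most 10,000,000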
NTR1 ag cell count 20 µM = second read-out of NTR1 ag, no call of its own (marks repeat the call); cell count; measured here: cell count, cytotoxicity flag
* hit, by the source's call; x = no result given; [ ] = dose if it differs, or a comment. Some of the compounds tested; rates above refer to the full screens.

Molecule	NOD1 NF-kB reporter	UTI89 phage lysis	KOR beta-arrestin-1	NTR1 ag	NTR1 ag cell count 20 µM	KOR beta-arrestin-2	Rac1 GTP hydrolysis	GPR55 LPI antagonism	GPR55 activation	GPR35 antagonists
O=S(=O)(NCCN1CCOCC1)c1ccc(Cl)s1	-20%	-0.1%	-4.5%	0.0	43	2%	9%	2%	-0.4%	-14%
CCC(C)(C)N(C(=O)CCC(=O)Nc1cc(C)on1)C(C(=O)NC(C)(C)C)c1ccc(OC)cc1 (stereo not given)	14%	-0.4%	1.7%	0.4	46	-34%	5%	-5%	0.3%	-7%
O=C(NCc1cccs1)C1CC(c2ccc(F)cc2)=NO1 (stereo not given)	-37%	0.4%	1.5%	-0.1	79	-28%	12%	-5%	-0.2%	4%
CC(C)(C)c1ccc(OCC(O)CN2CCN(c3ccccn3)CC2)cc1 (stereo not given)	-25%	0.1%	1.4%	0.8	59	2%	9%	0%	0.3%	-17%
Cc1ccc(NC(=O)Cn2ncc3c([nH]c4ccccc43)c2=O)cc1Cl	2%	0.2%	-5.2%	-1.3	75	-10%	9%	-9%	-0.3%	4%
CCc1nc2ccc(C(=O)N3CCN(c4cc(C)ccc4C)CC3)cc2nc1CC	-22%	0.1%	1.2%	13	66	-36%	9%	7%	0.6%	3%
CC(C)(C)OC(=O)N1CCC[C@H]1c1nnc(SCc2ccccc2)o1	-2%	x	x	1.2	60	29%	x	13%	0.0%	-2%
CCOc1ccc(CC(=O)NNC(=O)/C=C/C(=O)O)cc1	-13%	0.2%	10%	2.6	67	2%	-1%	-1%	-0.2%	3%
CCCCN(C)C(=O)c1ccc2c(c1)N(CC)C(=O)c1ccccc1S2(=O)=O	-1%	-0.3%	-3.6%	2.2	87	-1%	5%	4%	-0.2%	-8%
Cc1ccc(C(=O)N2CCC(n3nccc3NC(=O)Nc3cccc(F)c3)CC2)cn1	3%	0.1%	-0.9%	-0.4	69	-11%	4%	2%	-0.1%	13%
CC(=O)c1cccc(NC(=O)NCc2cccnc2)c1	-13%	0.1%	-2.2%	-1.8	70	17%	7%	-4%	-0.1%	-17%
CCN(CC)CCNC(=O)c1ccccc1N	11%	-0.4%	-3.0%	-0.8	49	35%	8%	12%	-0.2%	-2%
CCCC(=O)NC(C)c1nc2ccccc2n1C (stereo not given)	36%*	-0.4%	-0.9%	-1.5	62	-30%	3%	5%	-0.1%	-6%
Cc1noc2ncnc(Sc3ccccc3Cl)c12	11%	-2.0%	5.6%	1.5	86	-5%	8%	-14%	0.0%	5%
CCn1cc(C(=O)NCc2ccc(OC)cc2)c(=O)c2ccc(C)nc21	3%	9.7%	6.5%	1.0	50	-60%[20 µM]	15%	4%	-0.2%	18%
CC(C(=O)O)N(C(=O)c1ccccc1)c1ccc(F)cc1 (stereo not given)	0%	-1.9%	2.8%	-0.4	56	-21%[20 µM]	0%	6%	-0.1%	6%
CCOc1cc(/C=N/NC(=O)c2ccncc2)ccc1OS(C)(=O)=O	-16%	1.6%[50 µM]	8.7%	-1.6	73	-38%	6%	14%	0.1%	-15%
Cc1nc(C(=O)NC2CCOCC2)sc1C1(C)CC(c2ccccc2)=NO1 (stereo not given)	0%	0.2%	x	-4.2	90	-14%	4%	5%	-0.1%	-4%
CCCCCCCC1CC(CSC(=N)N)OC1=O (stereo not given)	6%	3.7%	-7.8%	-0.3	68	0%	13%	-20%	0.0%	-6%
Cc1cc(NCc2ccncc2)ccc1Br	-17%	0.1%	x	-0.9	91	-20%[20 µM]	22%	-14%	0.2%	-15%
CSc1ccc(C2(O)Cc3cccc[n+]3C2c2ccccc2)cc1 (stereo not given)	-2%	-0.5%	7.3%	-0.3	50	9%	3%	-5%	0.4%	8%
COc1cccc(C2=NNC(=NCc3ccccc3)SC2)c1	-48%	0.0%	1.7%	-0.8	51	-30%	13%	-15%	-0.2%	-8%
CCCCCCc1nc2ccccc2c(=O)n1N	-17%	0.2%	2.4%	-0.1	56	-43%	0%	16%	1.0%	9%
Cn1c(=O)[nH]c(=O)c2c1nc(SCC(=O)O)n2CCc1ccccc1	14%	0.8%	0.3%	1.4	31	4%	23%	-8%	-0.2%	-5%
FC(F)(F)c1ccc(Sc2nnc(-c3cccs3)n2CC2CCCO2)nc1 (stereo not given)	-4%	-0.2%	-0.2%	3.3	77	-2%	1%	12%	0.2%	7%
Cc1cc(N2CCN(c3cccc(C(F)(F)F)c3)CC2)n2nc(C)nc2n1	-13%	0.2%	-2.9%	-0.5	42	6%	7%	3%	-0.1%	8%
O=S(=O)(Nc1c(F)cccc1F)c1ccc2c(c1)OCCO2	-26%	0.0%	-4.5%	-2.3	45	-13%	4%	0%	-0.1%	1%
COc1ccc(CCCNC(=O)C2CCC(=O)N(CC3CCCCC3)C2)cc1 (stereo not given)	-7%	-0.1%	3.6%	1.4	76	14%	0%	11%	0.3%	2%
COC(=O)c1sc2nc(CSc3nc4ccc(C)cc4[nH]3)[nH]c(=O)c2c1C	-14%	0.4%	-0.3%	1.2	51	1%	8%	2%	-0.1%	-10%
NC(=O)c1nn(-c2ccc(Oc3ccccc3)cc2)c(=O)cc1O	-23%	-0.6%	-4.6%	-0.1	52	9%	2%	-1%	0.9%	-11%
O=C(O)CNC(=O)/C(=C\c1ccco1)NC(=O)c1ccco1	27%	-0.4%	2.8%	0.9	63	-14%	18%	16%	-0.2%	8%
CCC(=O)Nc1ccc2c(c1)ncn2-c1ccc(C)cc1	-32%	0.7%	4.7%	3.2	57	2%	4%	3%	-0.3%	4%
O=C(CCNC(=O)c1ccc(Br)cc1)Nc1nccs1	-23%	0.0%	-2.7%	-1.2	57	18%	6%	-6%	0.2%	-10%
N#CC1=C(N)C2=CCCC[C@H]2[C@H](c2cccc(F)c2)C1(C#N)C#N	-2%	0.9%	-2.0%	2.3	35	-10%	4%	15%	0.1%	5%
COc1ccc(/C=N/NC(=O)c2ccccc2Cl)cc1CSc1nc2ccccc2s1	0%	0.3%	-1.8%	3.7	90	-87%	1%	-10%	-0.1%	-17%
Cc1cc(C)cc(NC(=S)NCc2ccncc2)c1	-34%	0.2%	3.0%	-0.8	58	-21%	0%	-11%	0.2%	-7%
O=C(CCCC1=NS(=O)(=O)c2ccccc2N1)OCc1ccc(Cl)cc1	15%	-0.2%	-0.4%	-0.2	69	-46%	7%	3%	0.3%	10%
O=C(Nc1ccc(S(=O)(=O)N2CCN(Cc3ccccc3)CC2)cc1)c1cnccn1	33%	0.3%	-2.1%	0.3	84	2%	10%	1%	-0.2%	17%
Cc1nc2sc(C(c3cccc(F)c3)N3CCC(O)CC3)c(O)n2n1 (stereo not given)	-12%	0.5%	0.3%	-4.9	81	12%	3%	9%	0.0%	3%
Cc1ccc(CNC(=O)C2(c3cccs3)CCOCC2)cc1	8%	0.3%	-5.1%	-0.4	81	13%	2%	-1%	-0.5%	-9%
CC(=O)CC(C)(C)NC(C)=S	3%	-0.8%	6.2%	0.6	45	1%	-2%	4%	-0.1%	1%
COc1ccc(/C=N/Nc2nnc(C)n2N)cc1OC	-13%	0.3%	4.4%	2.8	51	-5%	-5%	0%	0.3%	8%
CN(CC1CCCO1)S(=O)(=O)c1ccc(C(=O)NCc2ccccc2)cc1 (stereo not given)	-8%	0.1%	2.4%	-1.3	77	-14%	11%	3%	0.5%	-3%
COc1ccc(NS(=O)(=O)c2c(C)cc(C)cc2C)cn1	15%	0.2%	17%	1.2	56	-20%	5%	6%	0.2%	-6%
CC(C)(C)c1cc(NC(=O)CSc2nncs2)n(-c2ccccc2)n1	-31%	0.0%	8.9%	1.2	55	-2%	9%	4%	0.4%	-9%
O=C(CS(=O)(=O)c1ccccc1)c1ccc2c(c1)OCCO2	5%	0.5%	6.6%	1.9	45	-39%	5%	4%	-0.4%	-14%
CCCS/C(N)=N/N=C/c1ccccc1O	-92%	0.2%	3.9%	3.5	46	-24%	6%	10%	0.0%	-2%
COc1cccc(CNC(=O)Cc2csc(Nc3nc(=S)[nH]c4ccccc34)n2)c1	-41%	0.2%	0.0%	9.7	68	-31%	9%	18%	-0.3%	-7%
CCN(CC)c1ccc(/C=C2/C(=O)ON=C2C)cc1	3%	-0.1%	-2.0%	11	78	35%	23%	23%	-0.5%	-16%
Cc1ccc(C)c(NC(=O)c2ccc(N(C)S(C)(=O)=O)cc2)c1	-34%	1.7%	0.8%	0.7	72	-16%	9%	-9%	-0.1%	6%

Record cards (already shown). Values in the order: NOD1 NF-kB reporter	UTI89 phage lysis	KOR beta-arrestin-1	NTR1 ag	NTR1 ag cell count 20 µM	KOR beta-arrestin-2	Rac1 GTP hydrolysis	GPR55 LPI antagonism	GPR55 activation	GPR35 antagonists
Cc1ccc(CNC(=O)C2(c3cccs3)CCOCC2)cc1 is listed as 8%	0.3%	-5.1%	-0.4	81	13%	2%	-1%	-0.5%	-9%
Cc1cc(N2CCN(c3cccc(C(F)(F)F)c3)CC2)n2nc(C)nc2n1 is listed as -13%	0.2%	-2.9%	-0.5	42	6%	7%	3%	-0.1%	8%

Following part.
Molecule	NOD1 NF-kB reporter	UTI89 phage lysis	KOR beta-arrestin-1	NTR1 ag	NTR1 ag cell count 20 µM	KOR beta-arrestin-2	Rac1 GTP hydrolysis	GPR55 LPI antagonism	GPR55 activation	GPR35 antagonists
Cc1cc(C(=O)NCCc2ccc(Cl)cc2)no1	-39%	0.5%	-2.7%	-1.1	69	-88%[20 µM]	10%	-7%	0.5%	-9%
COc1cccc2oc3ccc(C#Cc4ccccn4)cc3c(=O)c12	-10%	-1.6%	-1.4%	6.1	62	-2%[20 µM]	-1%	10%	0.0%	-7%
O=C(c1ccc(Oc2ccccc2)cc1)c1nc2c(n1O)CCCC2	4%	0.7%	4.3%	3.5	59	-13%	7%	12%	-0.1%	4%
COc1ccccc1CNC(=O)[C@@H]1CCCN1S(=O)(=O)c1ccc(Cl)cc1	-55%	-0.1%	-3.5%	-2.9	42	-3%	6%	-1%	-0.1%	-10%
COc1cc(OC)c2cc(C(=O)N[C@@H](Cc3ccccc3)C(=O)O)n(C)c2c1	2%	2.3%[50 µM]	2.4%	2.4	85	1%	10%	9%	-0.2%	4%

From PubChem
